p53ts 39C kill = p53ts cell cytotoxicity, nonpermissive temperature; Potency, µM (titrated, usually from 46.1 µM), without a hit: at the highest dose activity change, negative = cell killing, most hits filed as cytotoxic; AID 902; actives 1.5% (n = 130,000); H1299-p53A138V viability at 39C, ATP luminescence, 24 h; further: nearly all actives have a fitted effect of over 55% in size
IkB signaling = inhibitors of IkB signaling in ABC-DLBCL cells. ABC-DLBCL IkBa-CBG/CBR dual luciferase ratio, 4 h; response scale: scaled: untreated 0%, proteasome inhibitor 100%. Potency, µM (titrated, usually from 57.1 µM), for inactives: top-dose IkBa stabilization activation. actives 0.04% (n = 110,000). AID 445; active means well fitted curve in the direction sought with a large enough effect in the signal ratio, not every such curve was filed as active; inconclusive means small, poorly fitted or top-dose-only effect, or a change in a side signal; the % refers to the signal ratio;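 further: the direction sought is a rising ratio; 0% = basal untreated cells and 100% = reference inhibitor full response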
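Curves were fitted separately to fusion (green), unfused (red) and ratio luminescence, then classed by r2, magnitude and activity. Cells: OCI-Ly3, 4 h compound plus doxycycline at 37C; 10 uM MG-132 defined full response.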
p53ts 32C kill = kills p53ts cells at the permissive temperature; H1299-p53A138V at 32C, ATP luminescence viability, 24 h; Potency, µM (doses to about 46.1 µM), inactives show at the top dose activity change, negative = cytotoxicity, hits mostly cytotoxic; actives 0.93% (n = 130,000); AID 924;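 further: 0% = DMSO and -100% = full killing by reference compound; nearly all actives have a fitted effect of over 55% in size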
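ATP-content luminescence (ATPlite) read-out after 24 h compound exposure at 32C in H1299-p53A138V cells (600/well). Tested up to 46 uM. Normalized to DMSO (0%) and 100 uM tamoxifen (100% killing); Hill-fit AC50.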
Peg3 imprint = induces erasure of genomic imprints in mouse ES cells. mouse ES Peg3-LacZ reporter, beta-gal luminescence, 40 h. Potency, µM (titrated, usually from 60.7 µM), without a hit: at the top dose activity change, positive = activation, usual class: activators. actives 0.02% (n = 110,000);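 further: 0% = negative control wells on the plate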
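Gelatin-coated wells received 300 freshly trypsinized female ES cells with a Peg3LacZ-Neo reporter on the maternal allele, then incubated 40 hours at 37C. BetaGlo was added for 5 minutes at room temperature before a single luminescence read.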
The depositor's hits bear a star; ? = inconclusive; nt = no result given; & = joins results of further samples; [ ] = dose if it differs, or a comment. Unless noted, the call rests on the fitted dose curve; in most records, active means well fitted curve in the direction sought with a large enough effect; inconclusive means small, poorly fitted or top-dose-only effect, or another doubt; inactive means no such curve, though single readings can be large; an effect the other way counts as inactive or inconclusive. Unless noted, on the % scale 0 is the no-effect control and ±100 the full control effect; potency means the concentration at half of the fitted maximal effect.

SMILES | p53ts 39C kill | IkB signaling | p53ts 32C kill | Peg3 imprint
COC(=O)c1ccc(C2c3c(oc4cc(C)c(C)cc4c3=O)C(=O)N2c2ccccn2)cc1 (configuration not stated) | 9% | 1.0% | -2% | -4%[10.9 µM]
O=C(Nc1cc(C(F)(F)F)ccc1Cl)c1cc(-c2ccc3c(c2)OCCO3)on1 | ? | -1.2% | -28% | -4%[10.9 µM]
CN(Cc1c(F)cccc1Cl)c1ccc(S(=O)(=O)N2CCOCC2)cn1 | 0% | 2.6% | 1% | -20%
c1ccc(-c2ccc(N3CC[C@@]4(CCCNC4)C3)cc2)cc1 | ? | ? | ? | nt
Nc1ccc(-c2nc3ccc(-c4nc5ccc(N)cc5[nH]4)cc3[nH]2)cc1 | 11% | nt | -14% | 2%&12%
COn1c(SCC(N)=O)nc2ccccc2c1=O | 12% | 1.7% | -1% | 0%
O=S(=O)(CCc1ccccc1)N1CCOCC1 | 1% | -1.8% | -4% | -2%
CC1(C)OC(=O)N(c2ccccn2)C1(C)O (configuration not stated) | -6% | -0.8% | -4% | -7%
Cc1cccc(NC(=O)c2sc(NC(=O)c3ccco3)c(C#N)c2C)c1C | -6% | 1.1% | -6% | nt
Cc1cc(-c2ccccc2)n2nc(-c3cccc(Br)c3)cc2n1 | -24% | ? | -19% | -5%[10.9 µM]
O=C(CCn1c(=O)[nH]c2ccccc2c1=O)N1CCN(c2cccc(C(F)(F)F)c2)CC1 | -12% | -0.2% | -3% | -14%
O=C(NCc1ccco1)c1cc2cc3ccc(Cl)cc3nc2o1 | -15% | -1.2% | -5% | -30%

Molecules shown so far that have a furan ring, fused or not, in the order listed:
SMILES | p53ts 39C kill | IkB signaling | p53ts 32C kill | Peg3 imprint
Cc1cccc(NC(=O)c2sc(NC(=O)c3ccco3)c(C#N)c2C)c1C | -6% | 1.1% | -6% | nt
O=C(NCc1ccco1)c1cc2cc3ccc(Cl)cc3nc2o1 | -15% | -1.2% | -5% | -30%

Random excerpt: two compounds from above, in no set order.
SMILES | p53ts 39C kill | IkB signaling | p53ts 32C kill | Peg3 imprint
CN(Cc1c(F)cccc1Cl)c1ccc(S(=O)(=O)N2CCOCC2)cn1 | 0% | 2.6% | 1% | -20%
Nc1ccc(-c2nc3ccc(-c4nc5ccc(N)cc5[nH]4)cc3[nH]2)cc1 | 11% | nt | -14% | 2%&12%

More results:
SMILES | p53ts 39C kill | IkB signaling | p53ts 32C kill | Peg3 imprint
CC12CCC(=O)N1C(C(=O)O)Cc1c2[nH]c2ccccc12 (configuration not stated) | 0% | -0.3% | 1% | 0%
CCN(CC)c1ccc2cc(-c3nnc(-c4ccccc4)o3)c(=O)oc2c1 | 18% | nt | 2% | nt
COc1ccc(CN(C(=O)CSc2nnc(-c3ccc(F)cc3)o2)c2ccc(F)cc2)cc1 | -4% | 5.0% | 19% | nt
O=C(Nc1ccc(-c2nc3ncccc3o2)cc1)c1ccc(Br)o1 | -9% | -0.9% | -19% | 0%
COc1cccc(-n2c(=O)c3c(C)c(C)sc3n(CC(=O)NCCc3ccc(OC)c(OC)c3)c2=O)c1 | 0% | -0.9% | 6% | 6%[10.9 µM]
Cc1cc(=S)cc(C)n1CCCn1ccnc1 | -6% | 0.5% | -5% | 7%
CCNc1nc(NC(C)(C)C)nc(Oc2ccc(=O)n(C)n2)n1 | 16% | 3.2% | -1% | 8%[10.9 µM]
COc1ccc(C(=O)Nc2ccc(N3CCOCC3)c(C(F)(F)F)c2)cc1OC | ? | ? | ? | 5%[10.9 µM]
COc1ccc(S(=O)(=O)NCCC(C)C)cc1OC | 11% | -4.7% | 11% | -2%
O=c1c(-c2ccc(Cl)cc2)nc2cncnc2n1Cc1ccc(F)cc1 | -8% | 5.5%[11.4 µM] | -10% | nt
CC1=C(C(=O)Nc2ccccc2C)C(c2ccccc2)NC(=O)N1 (configuration not stated) | 10% | 0.4% | 10% | -12%
COc1cc(C2NC(=O)N(C)C3=C2C(=O)N(c2ccccc2)C3)ccc1O (configuration not stated) | 24% | 0.0% | 1% | -4%[10.9 µM]
Cc1ccc(CNC(=O)[C@@H]2C[C@H]2[C@@H](NP(=O)(c2ccccc2)c2ccccc2)c2ccccc2)o1 | 8% | nt | 19% | -6%
Cc1[nH]n2c(=O)c(C#N)c(-c3ccccc3)nc2c1-c1ccccc1 | 10% | ? | -8% | -3%
CC[N+](C)(CC)CCN1C(=O)c2ccccc2S1(=O)=O | 2%[9.22 µM] | 0.4%[11.4 µM] | 1%[9.22 µM] | -7%[10.9 µM]
O=Cc1ccsc1B(O)O | 11% | nt | 2% | -1%
COc1ccc(O[C@H]2C=C[C@@H](c3ccccc3)O[C@H]2CO/N=C\C[C@@H]2C=C[C@H](OC(C)=O)[C@H](COC(C)=O)O2)cc1 | 4%[9.22 µM] | nt | 3%[9.22 µM] | nt
Cc1ccc(C(=O)NC(=S)Nc2ccccc2C(F)(F)F)c(C)c1 | 31%[activator] | nt | 9% | nt
OCCNc1ncnc2c1ncn2Cc1ccccc1 | -4% | 0.3% | 5% | -4%
CCOc1ccc(-c2cc3c(=O)n(Cc4nc(-c5cccc(OC)c5OC)oc4C)ccn3n2)cc1Cl | 3% | 0.2% | 17% | 11%[10.9 µM]
O=c1c2oc3ccccc3c2n(Cc2ccccc2)c(=O)n1Cc1ccco1 | 41%[activator] | ? | 5% | ?
CCc1ccc(CNC(=O)C(CC)n2nc(C)c3c(C)n(-c4ccccc4)nc3c2=O)cc1 (configuration not stated) | 13% | 0.2% | 15% | -11%[10.9 µM]
CC(C)Cn1c(-c2ccc(S(=O)(=O)N3CCOCC3)cc2)csc1=Nc1cc(Cl)ccc1Cl | -5% | ? | 3% | -15%[10.9 µM]
O=C(CSc1ccccc1)NCc1ccc2c(c1)CCN2C(=O)c1ccc(F)cc1 | -9% | ? | -12% | -9%[10.9 µM]
COc1cccc(C(=O)N(Cc2nc(-c3ccc(Cl)cc3)no2)C(C)C)c1OC | -13% | 0.5% | -8% | -15%[10.9 µM]
CCCCN1C(=O)CC(Nc2ccc(CC)cc2)C1=O (configuration not stated) | 7% | -7.6% | 6% | -12%
CCCNC(=O)OC[C@@H]1O[C@H](CCO/N=C\c2ccc(C(=O)N3[C@H](c4ccc(C)cc4)[C@@H](C)CC[C@H]3C(=O)OC)cc2)C=C[C@@H]1Oc1ccc(OC)cc1 | 21%[9.22 µM] | nt | 12%[9.22 µM] | nt
Cc1cc(C)c(NC(=O)CCCN2CCN(C)CC2)c(C)c1 | -11% | 0.4% | -3% | -12%
COc1ccc(CCNC(=O)CC(NS(=O)(=O)c2ccc(NC(C)=O)cc2)C(C)C)cc1OC (configuration not stated) | 4% | nt | 6% | nt
CCC1CN(C(=O)N2CCC(C(=O)NCCN(CC)CC)CC2)c2cc(C)ccc2O1 (configuration not stated) | -27% | ? | 6% | -8%[10.9 µM]
O=C(O)CC(C(=O)NCc1ccccc1)C1CCCO1 (configuration not stated) | 11% | -0.4% | -8% | -4%
COc1ccc(CNC(=O)C2=C(C)C(=O)OC23CCCCC3)cc1 | -22% | ? | 15% | -11%[10.9 µM]
COc1ccccc1-c1ccc2ncnc(N3CCNCC3)c2c1 | 21% | -1.6%[11.4 µM] | 17% | ?
COC(=O)c1sc2nc3c(cc2c1N)C(=O)CC(C)(C)C3 | 0% | -1.7% | -6% | nt
COCCCNC(=O)C1CCN(Cc2nc(-c3ccc(OC)c(OC)c3)oc2C)CC1 | -3% | 0.4% | 3% | 4%[10.9 µM]
COc1ccc(CCNS(=O)(=O)c2ccc(S(=O)(=O)N3CCCC3)cc2)cc1OC | 2% | -0.1% | -2% | -6%
CCn1c(SCc2ccccc2)nnc1-c1ccc(S(=O)(=O)N2CCCCC2)cc1 | -1% | ? | -1% | -7%
S=c1[nH]nc(-c2ccncc2)n1Cc1ccco1 | 3% | 2.0% | 5% | -7%
CCn1cc(C(=O)N2CCN(c3ccccc3OC)CC2)c(=O)c2cc(S(=O)(=O)N3CCCCC3)ccc21 | 6% | -0.8% | 0% | 4%[10.9 µM]
O=C(Cn1cccc1C(=O)c1ccccc1)NCCN1CCCCCC1 | 4% | 0.0% | -5% | -43%[inhibitor]
CCCCCSc1ncnc2c1sc1nc(N3CCOCC3)c3c(c12)CCCC3 | 14% | 0.1% | 4% | -7%[10.9 µM]
Cc1cc(=O)oc2c(CN(C)Cc3ccccc3)c(O)ccc12 | 7% | 1.2% | -7% | -14%
Cc1sc2c(c1C)c(=O)n(CCc1ccccc1)c(=O)n2Cc1cccc(F)c1 | 5% | ? | 12% | -7%[10.9 µM]
CCOC(=O)c1c(N)nn(C(C)=O)c1-c1ccccc1 | 5% | 2.4% | -4% | 7%
COc1ccccc1-n1c(/C=C/c2c(C)n(C)c3ccccc23)nc2ccccc2c1=O | -9% | 4.1% | 6% | -14%[10.9 µM]
Cc1cc(SC(C)C(=O)NCC(=O)Nc2ccc(F)c(F)c2F)nc2ccccc12 (configuration not stated) | -3% | nt | 31%[activator] | nt
CCOC(=O)Cn1c(=O)oc2cc(S(=O)(=O)Nc3cc(Cl)ccc3OC)ccc21 | 12% | ? | 12% | -11%
O=C1CCCN1CCC1CCN(C2CC(=O)N(Cc3ccc(N4CCCC4=O)cc3)C2=O)CC1 (configuration not stated) | 7% | -0.5% | 3% | -7%

Just IkB signaling, for two of the compounds above:
SMILES,IkB signaling
Cc1sc2c(c1C)c(=O)n(CCc1ccccc1)c(=O)n2Cc1cccc(F)c1,?
CCOC(=O)Cn1c(=O)oc2cc(S(=O)(=O)Nc3cc(Cl)ccc3OC)ccc21,?

New compounds follow:
SMILES | p53ts 39C kill | IkB signaling | p53ts 32C kill | Peg3 imprint
CSCSC1=C(C#N)C(c2ccc(Cl)cc2)C(C(C)=O)=C(C)N1 (configuration not stated) | 14% | -1.0% | 14% | -14%
O=C(CSc1nc2c([nH]c3ccccc32)c(=O)n1-c1ccc(F)cc1)N1CCCc2ccccc21 | 1% | -1.3% | -2% | 12%[10.9 µM]
COc1ccc(OC)c(S(=O)(=O)N2CC=C(c3c(C)n(CC(=O)N4CCCC4)c4ccccc34)CC2)c1 | -10% | 0.4% | 6% | -16%[10.9 µM]
N#Cc1c2c(c[nH]c1=O)CCN2Cc1ccccc1 | -1% | nt | -3% | nt
COc1ccc(OC)c(NC(=O)COC(=O)c2ccc(S(=O)(=O)N3CCOCC3)cc2)c1 | 11% | 1.7% | 5% | 7%
CS(=O)(=O)Nc1cccc(-c2nc(NCc3cccnc3)c3ccccc3n2)c1 | -9% | -6.7%[11.4 µM] | 5% | -20%
Cn1c(Cn2c(=O)sc3ccccc32)nnc1SCC(=O)N1CCCc2ccccc21 | -6% | 3.8% | 4% | -6%
CCCCC(=O)NCCc1cc2c(C)ccc(C)c2[nH]c1=O | 22% | -0.5% | -22% | -30%[inhibitor]
COc1ccc(-c2cn3c(C)c(C(=O)Nc4cc(NC(C)=O)ccc4OC)sc3n2)cc1 | 8% | ? | 5% | -19%
COCCNC(=O)CN1C(=O)CC(C)(C)S(=O)(=O)c2ccccc21 | -6% | 2.4% | -7% | 3%
Cc1oc(-c2ccc(C(=O)NCc3ccccc3)cc2)nc1CN1CCc2ccccc21 | -13% | 0.7% | 0% | 10%[10.9 µM]
Nc1nc2ccc(Cl)cc2c2nc(-c3ccco3)nn12 | -1% | -0.5%&-12% | -14% | 1%&0%
CCOC(=O)c1ccc2c(c1)N(CC(=O)Nc1ccc(C)cc1C)C(=O)c1ccccc1S2 | 13% | ? | 7% | -9%[10.9 µM]
COCCN(CC(=O)NCc1ccc(F)cc1)C(=O)CCC(=O)Nc1ccccn1 | -3% | 0.2% | 8% | -4%
COCCCNC(=O)c1nn(-c2ccc(C)cc2)nc1CO | -28% | -1.7% | -12% | -14%[10.9 µM]
O=C1NC(c2ccncc2)Nc2ccccc21 (configuration not stated) | 1% | -0.1% | 3% | 3%
Cc1cc(Nc2ccc(F)cc2F)nc(-n2nc(C)cc2C)n1 | -10% | ? | 10% | -4%[10.9 µM]
C[C@@H]1Oc2ccc(C(=O)C[C@@H](C(=O)O)c3ccc4c(c3)OCO4)cc2O1 | 17%[9.22 µM] | 1.0%[11.4 µM] | 1%[9.22 µM] | -3%[10.9 µM]
CCn1c(SCC(=O)OC2CCCCC2)nnc1-c1ccncc1 | -14% | -1.7% | 8% | 0%
CCN(Cc1cc2ccccc2[nH]c1=O)C(=O)C(C)C | -1% | -0.9% | 3% | -15%
CCOC(=O)c1cc(C(O)(C(F)(F)F)C(F)(F)F)c(/N=C/N(C)C)o1 | -20% | -0.8% | -7% | 6%
